# High-throughput results from PubChem BioAssay.
# hgDAF-12 ag – H. glycines DAF-12 receptor agonists, primary screen, cell-based, luminescence, HEK293, GAL4 fusion, UAS-luciferase; Nuclear hormone receptor DAF-12 (Heterodera glycines), GAL4 fusion; HEK293 GAL4-hgDAF12 UAS-luciferase reporter, agonist luminescence; normalized to butyrate control; activation, % at 6.8 µM; actives 1.8% (n = 370,000); AID 687014, 2013;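 active = activation above a cutoff set at the mean of all screened compounds plus 3 SD, cut at about 10% in these data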;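 also: 0% = DMSO wells and 100% = sodium butyrate wells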
# DAX1 inh-1 – DAX1 (NR0B1) inhibitors, primary screen, cell-based, HEK293, Gal4-DAX1, luciferase luminescence. inhibition, % at 6.75 µM. Nuclear receptor subfamily 0 group B member 1 (Homo sapiens), P51843. AID 504766, 2011. HEK293 Gal4-DAX1 luciferase reporter. actives 0.99% (n = 340,000);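 active = inhibition above the mean over all tested compounds plus 3 SD, cut at about 4.2% in these data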;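 also: 0% = DAX1-transfected cells with DMSO and 100% = empty-vector control cells with DMSO; inhibition shows as a rise in luminescence from relieved DAX1 repression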
# ADAM17 inh – ADAM17 inhibitors, primary screen, biochemical, QFRET; actives 0.83% (n = 370,000); inhibition, % at 6.95 µM; recombinant ADAM17, EDANS/DABCYL FRET peptide cleavage; Disintegrin and metalloproteinase domain-containing protein 17 (Homo sapiens), P78536;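 active = inhibition above the mean of compounds lying between control limits plus 3 SD, set per campaign, cut at about 8.5% in these data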;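 also: 0% = DMSO-only wells as the low control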
# PLC-beta3 inh – human PLC-beta3 inhibitors, primary screen, biochemical, fluorescence; Purified PLC-beta3, fluorogenic substrate; actives 0.18% (n = 370,000); inhibition, % at 12.2 µM; AID 720704, 2013; 1-phosphatidylinositol 4,5-bisphosphate phosphodiesterase beta-3 (Homo sapiens), Q01970; in the data active = inhibition above about 11%;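 also: 0% = median of compound wells on plate and 100% = full blocker control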
# Target sequence (Q01970 whole entry, looked up): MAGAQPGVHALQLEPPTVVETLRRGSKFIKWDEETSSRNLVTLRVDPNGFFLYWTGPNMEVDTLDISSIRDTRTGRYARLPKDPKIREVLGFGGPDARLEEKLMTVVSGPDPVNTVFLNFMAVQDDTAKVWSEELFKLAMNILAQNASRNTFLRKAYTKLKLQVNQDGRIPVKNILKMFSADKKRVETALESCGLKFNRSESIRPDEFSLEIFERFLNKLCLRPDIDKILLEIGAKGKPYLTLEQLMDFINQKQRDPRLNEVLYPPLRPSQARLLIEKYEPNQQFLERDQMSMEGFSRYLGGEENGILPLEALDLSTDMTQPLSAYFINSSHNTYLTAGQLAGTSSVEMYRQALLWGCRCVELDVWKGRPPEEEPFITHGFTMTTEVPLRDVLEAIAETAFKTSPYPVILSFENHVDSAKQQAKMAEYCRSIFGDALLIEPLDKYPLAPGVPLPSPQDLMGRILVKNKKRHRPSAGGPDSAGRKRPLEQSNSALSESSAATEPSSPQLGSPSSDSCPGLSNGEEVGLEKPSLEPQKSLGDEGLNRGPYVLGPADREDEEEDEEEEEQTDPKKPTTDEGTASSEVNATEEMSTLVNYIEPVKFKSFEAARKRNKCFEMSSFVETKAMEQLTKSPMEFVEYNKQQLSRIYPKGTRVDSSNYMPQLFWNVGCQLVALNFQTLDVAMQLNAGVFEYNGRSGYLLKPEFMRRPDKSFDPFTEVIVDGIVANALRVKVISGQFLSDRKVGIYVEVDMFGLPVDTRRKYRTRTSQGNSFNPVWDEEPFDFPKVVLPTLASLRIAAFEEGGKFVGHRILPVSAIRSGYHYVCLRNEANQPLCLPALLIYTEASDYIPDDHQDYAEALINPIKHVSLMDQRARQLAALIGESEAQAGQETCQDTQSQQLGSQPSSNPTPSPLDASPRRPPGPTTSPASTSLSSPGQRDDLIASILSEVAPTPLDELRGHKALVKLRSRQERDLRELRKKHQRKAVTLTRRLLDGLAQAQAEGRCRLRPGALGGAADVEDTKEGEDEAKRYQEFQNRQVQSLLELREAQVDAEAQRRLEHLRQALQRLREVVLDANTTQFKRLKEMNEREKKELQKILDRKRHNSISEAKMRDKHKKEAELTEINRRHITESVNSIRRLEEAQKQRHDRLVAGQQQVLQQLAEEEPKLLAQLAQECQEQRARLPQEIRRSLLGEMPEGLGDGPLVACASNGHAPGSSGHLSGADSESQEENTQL
# DAX1 inh-2 – DAX1 (NR0B1) inhibitors on StAR promoter, primary screen, cell-based, luminescence, SF-1 (NR5A1), full-length DAX-1; HEK293T StAR-luciferase reporter, SF-1/DAX-1 repression relief; inhibition, % at 6.8 µM; actives 1.1% (n = 370,000); AID 652010, 2013;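 active = inhibition above the mean over all tested compounds plus 3 SD, cut at about 3.6% in these data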;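 also: 0% = DAX-1 cells with DMSO and 100% = cells lacking DAX-1 with DMSO; higher inhibition means more luminescence from relief of DAX-1 repression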
# PLC-gamma1 inh – PLC-gamma1 enzyme inhibitors, primary screen, biochemical, fluorescence, purified enzyme; fluorogenic substrate; actives 0.84% (n = 370,000); AID 720700, 2013; inhibition, % at 12.2 µM; in the data active = inhibition above about 9.5%
# MBD2 inh – inhibitors of MBD2 binding to methylated DNA, primary screen, biochemical, TR-FRET, DNA-binding domain, human; actives 0.31% (n = 370,000); inhibition, % at 4.4 µM; AID 686964, 2013; MBD2 binding to methylated oligonucleotide; Methyl-CpG-binding domain protein 2 (Homo sapiens), Q9UBB5; in the data active = inhibition above about 13%
# ssDAF12 agonist – S. stercoralis DAF-12 nuclear receptor activators, primary screen, cell-based, luminescence, HEK293, GRIP1 co-expression, lit1-tk-luc. Nuclear hormone receptor DAF-12 (Strongyloides stercoralis). HEK293 ssDAF-12/GRIP1 lit1-tk-luc reporter; % of 3 µM dafachronic acid response. activation, % at 6.8 µM. actives 1% (n = 370,000);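 active = activation above the mean over all tested compounds plus 3 SD, cut at about 0.9% in these data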;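 also: 0% = DMSO-only wells and 100% = 3 µM delta7-dafachronic acid wells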
# NR1D1 modulator – modulators of Rev-erb alpha DNA binding, primary screen, biochemical, FITC-DNA, fluorescence polarization, uHTS; Nuclear receptor subfamily 1 group D member 1 (Homo sapiens), P20393; Rev-erbα–FITC-DNA binding, 90 min; activity, % at 10 µM; actives 0.79% (n = 370,000);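 active = activity above about 14%, limit read from the data; passing the limit was not always enough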;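 also: 0% = DMSO wells with 35 nM protein and 100% = DMSO wells with 750 nM protein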
# hcDAF12 agonist – H. contortus DAF-12 nuclear receptor activators, primary screen, cell-based, luminescence, HEK293, lit1-tk-luc reporter. activation, % at 6.8 µM. actives 1.4% (n = 370,000). HEK293 hcDAF-12 lit1-tk-luc reporter; 0% DMSO, 100% Δ7-dafachronic acid. AID 652067, 2013;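 active = activation above the mean of all tested compounds plus 3 SD, cut at about 5.5% in these data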;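 also: 100% = response to 3 µM Δ7-dafachronic acid high control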
# SMARCA2 act – SMARCA2 (BRM) function activators, primary screen, cell-based, luminescence, high throughput | activation, % at 9.1 µM | AID 652017, 2013 | MG213 cells, MMTV-luciferase reporter, dexamethasone, overnight | actives 1% (n = 370,000); in the data active = activation above about 7.8%;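 also: 0% = vehicle wells and 100% = reference activator wells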
# * marks the source's active call; other numbers are inactive results; . = no result given. An unsorted share of the library; overall some 7.4% were active at least once.
# The opening eight entries, ahead of the listing:
SMILES,hgDAF-12 ag,DAX1 inh-1,ADAM17 inh,PLC-beta3 inh,DAX1 inh-2,PLC-gamma1 inh,MBD2 inh,ssDAF12 agonist,NR1D1 modulator,hcDAF12 agonist,SMARCA2 act
CC(C)(C)[C@@H]1CCC(=O)N(CC[C@H](Sc2ccccc2)c2ccccc2)CC1,-0.7,1.4,3,3,-0.8,0,-6,-1.0,-1,-0.4,0
O=S1(=O)c2ccc(Br)cc2OC[C@@H](Cc2ccccc2)N1Cc1cn(CC2CCCCC2)nn1,-4.3,.,4,4,0.7,10*,-1,-1.0,-1,-2.1,-1
COc1cc(C=Nc2ccccc2C(=O)Nc2ccccc2)cc(OC)c1OC,5.0,0.0,-272,-474,0.6,-364,-1,-1.1,6,2.0,0
COc1ccc(-c2cc(=O)c3c(O)c(OC)c(O)cc3o2)cc1,9.9,-4.3,-3,0,5.1*,4,2,1.3*,-2,6.7*,1
CCc1cccc(NC(=O)c2cccc(S(=O)(=O)N3CCN(C)CC3)c2)c1,-0.3,-0.3,0,-5,-0.5,-1,0,-1.1,0,-3.1,-2
O=C(CSCCO)Nc1ccc(C23CC4CC(CC(C4)C2)C3)cc1,-9.2,-2.2,1,-1,-0.7,-2,-3,-2.6,1,-0.6,-5
COc1cc(C(CC(=O)O)n2cnnn2)ccc1OC(C)C (stereo not drawn),0.9,.,-4,0,0.0,-1,9,-0.8,4,0.1,1
CC(=O)c1sc(NC(=O)CN2C(=O)NC3(CCCC3)C2=O)nc1-c1ccccc1,0.1,-0.6,0,-2,0.9,-1,4,-0.6,-1,-0.7,-1

# The whole of this part, from the first entry:
SMILES,hgDAF-12 ag,DAX1 inh-1,ADAM17 inh,PLC-beta3 inh,DAX1 inh-2,PLC-gamma1 inh,MBD2 inh,ssDAF12 agonist,NR1D1 modulator,hcDAF12 agonist,SMARCA2 act
CC(C)(C)[C@@H]1CCC(=O)N(CC[C@H](Sc2ccccc2)c2ccccc2)CC1,-0.7,1.4,3,3,-0.8,0,-6,-1.0,-1,-0.4,0
O=S1(=O)c2ccc(Br)cc2OC[C@@H](Cc2ccccc2)N1Cc1cn(CC2CCCCC2)nn1,-4.3,.,4,4,0.7,10*,-1,-1.0,-1,-2.1,-1
COc1cc(C=Nc2ccccc2C(=O)Nc2ccccc2)cc(OC)c1OC,5.0,0.0,-272,-474,0.6,-364,-1,-1.1,6,2.0,0
COc1ccc(-c2cc(=O)c3c(O)c(OC)c(O)cc3o2)cc1,9.9,-4.3,-3,0,5.1*,4,2,1.3*,-2,6.7*,1
CCc1cccc(NC(=O)c2cccc(S(=O)(=O)N3CCN(C)CC3)c2)c1,-0.3,-0.3,0,-5,-0.5,-1,0,-1.1,0,-3.1,-2
O=C(CSCCO)Nc1ccc(C23CC4CC(CC(C4)C2)C3)cc1,-9.2,-2.2,1,-1,-0.7,-2,-3,-2.6,1,-0.6,-5
COc1cc(C(CC(=O)O)n2cnnn2)ccc1OC(C)C (stereo not drawn),0.9,.,-4,0,0.0,-1,9,-0.8,4,0.1,1
CC(=O)c1sc(NC(=O)CN2C(=O)NC3(CCCC3)C2=O)nc1-c1ccccc1,0.1,-0.6,0,-2,0.9,-1,4,-0.6,-1,-0.7,-1
COP(=O)(OC)C(Nc1cc(Cl)cc(Cl)c1)c1cccc(O)c1 (stereo not drawn),-3.4,0.6,5,2,-0.3,2,0,-0.3,-2,2.8,-1
CN(C)c1ccc(NC(=O)c2ccc(N3CCOCC3)nc2)cc1,3.3,-0.1,0,-1,0.4,0,-1,-1.1,3,0.3,5
CC(C)NC(=O)N(C)C[C@H]1Oc2ncc(Br)cc2C(=O)N([C@H](C)CO)C[C@@H]1C,-0.5,2.0,4,2,-0.1,5,4,-1.3,0,-0.3,1
C/C(N)=C(/C#N)C(=O)COC(=O)c1oc2ccccc2c1COC(C)C,-1.2,-0.7,0,-6,-0.6,1,-1,-1.0,-3,-1.1,-4
Brc1ccc(-c2ccc3c(n2)CCCN3Cc2ccccn2)cc1,5.4,.,-15,-86,1.1,-75,1,0.2,3,0.5,0
COc1ccc(Cn2c(C)nc3oc4cc(OC)ccc4c(=O)c3c2=O)cc1,-0.3,-0.5,-3,-8,-0.1,-8,1,-0.6,-11,3.8,0
O=C(NC1CCCCN(Cc2ccc(Cl)cc2)C1=O)c1cccc(C(F)(F)F)c1 (stereo not drawn),-1.6,.,3,-3,-0.8,-2,7,-1.6,-5,-0.1,-3
CN(Cc1ccccc1)C(=O)c1nc[nH]c1C(=O)N1CCN(c2ccccc2)CC1,-1.1,1.6,-3,0,0.1,0,1,-1.4,-2,-0.8,-1
C=CCNC(=O)C(C)N1c2cccc3cccc(c23)S1(=O)=O (stereo not drawn),-2.1,-0.8,-51,-238,0.0,-162,-7,-1.1,-3,-0.5,-2
CC(C)C(NC(=O)c1ccccc1)C(=O)OCC(=O)N1CCCC1 (stereo not drawn),-2.0,-0.1,-8,-3,1.0,-1,2,-0.2,0,-1.9,-2
CCCC(C)c1nnc(NC(=O)c2cc(C(=O)OC)cc([N+](=O)[O-])c2)s1 (stereo not drawn),-0.9,-0.9,-3,3,0.9,2,1,-1.2,10,0.3,-2
CN1CCN(NC(=S)NC2CCCC2)CC1,2.4,0.4,-5,3,-0.7,0,-2,-0.7,-4,0.3,-2
Cc1ccc(CN2C(=O)C(Cc3ccccc3)Nc3ncnc(N4CCOCC4)c32)cc1 (stereo not drawn),-1.8,.,-2,-9,0.1,-4,-2,-0.8,-3,0.6,4
Cc1ccc(CCNC(=O)CN(c2ccc(C)cc2)S(=O)(=O)c2c(C)noc2C)cc1,3.7,0.5,-1,-8,-1.4,3,7,-1.5,0,-1.9,-2
Cn1nc(C(=O)N2CCN(c3ccccc3F)CC2)c2c1-c1ccccc1S(=O)(=O)C2,-2.5,-0.2,-4,-7,0.1,1,2,-0.9,-1,-2.2,-1
CC(C)(C)OC(=O)N1CCC(c2cc(-c3cccs3)n[nH]2)CC1,2.1,-0.8,0,-5,1.8,3,2,-1.4,3,-0.8,2
CCCCN(C(=O)c1ccc2c(c1)S(=O)(=O)N=C1CCCCCN12)c1c(N)n(CCCC)c(=O)[nH]c1=O,-1.4,0.5,0,-12,1.3,2,2,-0.7,6,-0.2,-1
Clc1ccc([C@H]2OC[C@@]3(CNCc4ccc5c(c4)OCO5)CS[C@H](c4ccc(Cl)cc4)N23)cc1,5.0,.,-3,1,.,4,8,-1.6,-2,-1.4,.
O=C(NC(=S)NC1CCCCC1)c1ccccc1[N+](=O)[O-],0.1,-0.3,-6,-7,0.9,0,-5,-0.9,-3,0.8,-2
CCOc1cc(N2CCOCC2)c(OCC)cc1NC(=O)c1ccc2ccccc2n1,5.7,-0.5,-2,5,1.6,1,1,0.9*,-3,3.2,-2
CCOC(=O)c1oc2ccc(S(=O)(=O)n3nc(-c4ccccc4)cc3N)cc2c1C,-0.4,-0.2,0,0,0.2,-2,3,-0.7,3,-0.8,-1
N#CC1=C(N2CCCCC2)c2cc3c(n2C1=O)CCCC3,-0.6,0.3,-2,-19,-0.7,-11,-12,-1.1,-8,-2.5,0
CC(C)c1nc(SCC(=O)Nc2ccc([N+](=O)[O-])cc2Br)n[nH]1,-2.0,-0.5,0,-5,-2.5,-2,-6,-1.8,-1,-2.3,1
O=C(COC(=O)CC1CC2CCC1C2)Nc1ccc(F)cc1 (stereo not drawn),7.1,-1.1,3,4,0.3,3,3,-1.1,-3,-1.8,-2
NC(=O)N/N=C/c1sc(=O)n(-c2ccccc2)c1Cl,-0.1,0.6,-2,-5,-0.8,-2,2,-0.1,1,2.1,-1
COc1ccc(CCN(C)C(=O)C2CCN(C(=O)Nc3ccccc3)CC2)cc1OC,-0.4,-1.1,2,3,0.0,3,6,-0.7,-8,-0.1,-2
CC(C)OCCCNC(=O)C1CCN(S(=O)(=O)N2CCCCC2)CC1,0.1,-1.5,0,6,0.7,2,7,-1.5,3,-2.3,-1
CC(=O)c1ccc(NC(=O)C(C)Sc2nnnn2C)cc1 (stereo not drawn),3.5,-0.4,-1,3,0.7,2,-6,-2.0,1,-1.0,-1
O=[N+]([O-])c1ccc(OCC2CC(c3ccccc3)=NO2)cc1 (stereo not drawn),-0.7,0.9,-1,-6,0.0,1,-2,-1.9,1,-1.2,0
CC[C@H](C)/C=C(C)/C=C/c1cc2c(cn1)C(=O)[C@@](C)(OC(C)=O)C(O)=C2Cl,-1.3,.,-61,-121,0.1,-97,1,-1.1,2,0.2,3
CC(C)c1ccc(OCC(=O)Nc2c3c(nn2C(C)(C)C)CS(=O)(=O)C3)cc1,0.7,-1.9,-1,-4,-1.9,-1,-1,-1.7,-4,-1.3,-3
COc1ccc(-n2c(Cc3cccn3C)nnc2SCC(=O)Nc2ccccc2)cc1,-1.8,0.7,-2,-2,-0.8,-2,-2,-1.3,-2,-0.6,-1
O=C(COC(=O)c1c2c(nc3ccccc13)/C(=C\c1cccs1)CCC2)Nc1ccccc1,3.5,-1.7,-1,-30,-0.6,-28,-6,-1.7,0,-2.4,6
COc1ccc(S(=O)(=O)N2CCC(C(=O)Oc3c(OC)cccc3OC)CC2)cc1OC,0.1,-0.3,-3,-5,0.8,1,0,-0.6,-1,-0.7,-1
O=C(c1ccc(C(F)(F)F)cc1)N1CCN(S(=O)(=O)c2ccc3c(c2)OCCCO3)CC1,-2.4,-0.1,-2,-5,-1.1,0,-6,-1.0,0,-0.9,-3
O=S(=O)(c1cccc(Cl)c1)N1CN(CC2CCCO2)c2nc3ccccc3nc21 (stereo not drawn),1.6,0.0,-108,-69,1.4,-39,0,-0.8,-2,0.9,0
C=CCC1c2cccc(C(=O)O)c2C(=O)N1c1ccc(Cl)cc1 (stereo not drawn),2.1,0.6,-1,0,-0.3,0,1,-1.1,-3,-2.7,-4
CC(C)C[C@H](NC(=O)N1CCn2c1nc1ccccc12)C(=O)NCc1ccc2c(c1)OCO2,-2.9,-0.5,1,-7,-0.9,2,1,-1.4,-3,-3.5,-1
